# High-throughput results: PubChem BioAssay, several laboratories
# TRPC6 inh: inhibitors of mouse TRPC6 channel; B-score at 10 µM; 310,000 compounds, 1.1% hits; HEK293-TRPC6, membrane potential dye, ACh-evoked depolarization; stronger effect = lower value; Q61143; AID 2553;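 active = B-score under library mean minus 3 SD, initial fluorescence not abnormally high, positive integrated signal ratio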;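 note: B-score derived from integrated fluorescence ratio over the kinetic read; more negative B-score means stronger inhibition of depolarization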
# MrgX1 antag: antagonists of human MrgX1 receptor | B-score at 10 µM | 310,000 compounds, 1.3% hits | MRGX1-HEK293 calcium flux, Fluo-4, BAM8-22 antagonism; stronger effect = lower value;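 active = calcium-response B-score plate-corrected more than 3 library SD below zero, starting fluorescence within 5 deviations, no agonist response on first addition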;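 note: peak minus trough fluorescence over baseline after final BAM8-22 challenge near maximal dose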
# HIF act: HIF pathway transcriptional activation; U2OS HRE-luciferase reporter, luminescence; normalized: DMSO 0%, desferrioxamine 100%; activation, % at 7.5 µM (by protocol); 300,000 compounds, 0.32% hits; AID 1910;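 active = mean activation of at least 10% of the iron chelator positive control signal, with at least half of replicates also reaching 10%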
# PolyA inh: inhibitors of polyadenylation in S. cerevisiae; AID 1875; S. cerevisiae SKY197-pL101 polyadenylation reporter, beta-gal luminescence; efflux-impaired pdr1/pdr3 knockout yeast; score 100 = 6 SD above DMSO; calls only at 12 µM; 300,000 compounds, 0.02% hits;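 active = lowest replicate activity score at least 50, where 100 means six control SD above control mean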;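 note: yeast exposed to compound for 9 h at 30 °C; higher score means more reporter readthrough which indicates perturbed polyadenylation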
# TRPC6 activator: mouse TRPC6 channel activation | HEK293-TRPC6 membrane potential dye fluorescence; stronger effect = higher value | 310,000 compounds, 0.13% hits | B-score at 10 µM | Q61143;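 active = B-score of the integrated fluorescence ratio above library mean plus 3 SD, and starting fluorescence ratio within library mean plus 5 SD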;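 note: higher score means more depolarization so channel activation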
# MrgX1 allo act: allosterically activates human MrgX1 receptor signaling; MrgX1-HEK293, Fluo-4 calcium flux, FDSS; stronger effect = higher value; B-score at 10 µM; 310,000 compounds, 0.63% hits;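 active = plate-corrected calcium response at least 3 library SD above typical, normal starting fluorescence, not activating the receptor alone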;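 note: compound read alongside a low EC10 to EC30 dose of BAM8-22 agonist; peak minus trough fluorescence over baseline measured at the second addition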
# AI-2 QS modul: modulates the Vibrio harveyi AI-2 quorum sensing system. Vibrio harveyi JMH597 AI-2 luminescence/OD600 ratio, 9 h; stronger effect = lower value; strain lacks LuxN and CqsS sensors; 0 = neutral-control median. activity change, % at 7.5 µM. 300,000 compounds, 0.4% hits. AID 2094; in the data active = activity change below about -75%, passing the limit was not always enough;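 note: luminescence divided by OD600 gain over 9 h not by final OD600 alone; inactives centre near 13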
# MrgX1 agonist: activates human MrgX1 receptor signaling; 310,000 compounds, 0.44% hits; AID 588627; MrgX1-HEK293 cells, Fluo-4 calcium fluorescence, agonist mode; stronger effect = higher value; B-score at 10 µM;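 active = calcium response B-score plate-corrected fluorescence ratio at least 3 library SD, with starting fluorescence B-score inside 5 SD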
#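 Test system: Stable human MrgX1 HEK293 cell line | Schedule: Overnight plating before 1 h dye loading | Read-out basis: Baseline-normalised fluorescence change ratio, B-scored | Detection: Kinetic calcium dye fluorescence, Fluo-4 NW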
# TRPC4 inh: inhibitors of mouse TRPC4 channel; 300,000 compounds, 0.39% hits; AID 2247; HEK293 TRPC4beta/mu-opioid, DAMGO-evoked Fluo4 calcium flux; stronger effect = lower value; B-score at 10 µM; Q9QUQ5;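 active = B-score over 3 SD under the library average, no early fluorescence shift, positive overall ratio signal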
# Target sequence (Q9QUQ5 whole entry, looked up): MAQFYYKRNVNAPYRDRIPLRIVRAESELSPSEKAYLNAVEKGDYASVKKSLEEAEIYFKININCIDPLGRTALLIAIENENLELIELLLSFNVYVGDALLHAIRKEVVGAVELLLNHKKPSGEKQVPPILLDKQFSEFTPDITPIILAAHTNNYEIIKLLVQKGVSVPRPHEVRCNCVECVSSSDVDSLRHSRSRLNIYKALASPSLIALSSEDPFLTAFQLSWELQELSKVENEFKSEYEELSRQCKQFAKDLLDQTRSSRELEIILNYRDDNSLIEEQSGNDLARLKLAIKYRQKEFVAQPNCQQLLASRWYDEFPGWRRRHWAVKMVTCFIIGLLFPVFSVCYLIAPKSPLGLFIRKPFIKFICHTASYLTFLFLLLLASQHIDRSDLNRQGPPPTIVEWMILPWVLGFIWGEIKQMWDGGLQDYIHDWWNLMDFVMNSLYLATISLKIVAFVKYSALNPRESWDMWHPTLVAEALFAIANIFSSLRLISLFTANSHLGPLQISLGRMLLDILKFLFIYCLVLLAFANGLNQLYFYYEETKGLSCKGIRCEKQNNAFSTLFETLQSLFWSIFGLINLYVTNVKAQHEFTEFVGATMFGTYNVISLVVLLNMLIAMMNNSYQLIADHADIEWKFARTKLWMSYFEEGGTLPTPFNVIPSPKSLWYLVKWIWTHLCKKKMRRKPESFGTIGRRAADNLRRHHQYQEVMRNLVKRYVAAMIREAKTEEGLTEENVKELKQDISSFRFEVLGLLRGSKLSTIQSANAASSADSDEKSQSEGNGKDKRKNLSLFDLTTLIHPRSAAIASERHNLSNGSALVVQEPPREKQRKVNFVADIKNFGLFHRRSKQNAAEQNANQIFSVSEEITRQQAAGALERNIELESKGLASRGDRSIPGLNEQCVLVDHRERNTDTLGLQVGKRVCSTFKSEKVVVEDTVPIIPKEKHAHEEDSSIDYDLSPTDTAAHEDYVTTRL
#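 Material: HEK293 cells with stable TRPC4beta plus mu-opioid receptor expression / Probe or stimulus: DAMGO in two steps, submaximal then maximal / Compound: single concentration per test compound / Technique: kinetic Fluo4 fluorescence imaging of calcium influx / Read-out: per-well B score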
# TRPC4 agonist: TRPC4 (mouse) channel activation. 310,000 compounds, 0.49% hits. B-score at 10 µM. HEK293 TRPC4beta/mu-opioid, Fluo4 calcium fluorescence; stronger effect = higher value. AID 2237;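 active = B-score above 5 SD of library B-scores, and initial fluorescence ratio not above library mean plus 5 SD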;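 note: positive B-score marks a calcium rise read as TRPC4 activation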
#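 Assay system: HEK293 stable line with TRPC4beta plus mu-opioid receptor. Times: dye 45 min RT, read 110 s. Measured by: kinetic Fluo4 calcium fluorescence. Measure: B score of integrated ratio. Controls: assay buffer as low control, maximal DAMGO as high control.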
# TRPC4 potent: TRPC4 (mouse) allosteric potentiation | Q9QUQ5 | HEK293 TRPC4beta/mu-opioid, DAMGO EC20, Fluo-4 Ca2+ flux; stronger effect = higher value | B-score at 10 µM | 310,000 compounds, 0.42% hits;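 active = B-score of calcium response area above 5 SD of library B-scores, with initial fluorescence ratio within 5 SD of library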;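 note: B-score of integrated fluorescence ratio over time as area under calcium response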
# Numbers without * were called inactive; i = inactive; . = not tested or not shown. The list is partial; the hit share may differ from the screen's.
SMILES,TRPC6 inh,MrgX1 antag,HIF act,PolyA inh,TRPC6 activator,MrgX1 allo act,AI-2 QS modul,MrgX1 agonist,TRPC4 inh,TRPC4 agonist,TRPC4 potent
CCN1CCN(c2ncnc3c2cnn3-c2ccc(Cl)cc2)CC1,i,i,2.8,i,i,i,-8,i,i,i,i
COc1ccc2nc(NC(=O)C(NS(=O)(=O)c3cccs3)C(C)C)sc2c1 (stereo not drawn),i,i,-0.1,i,i,i,5,i,i,i,i
CCOP(=O)(OCC)/C(=N/OC(=O)c1cccc([N+](=O)[O-])c1)C(N)=O,i,i,-0.1,i,i,i,6,i,i,i,i
Cc1ccc(-c2nnn(CC(=O)Nc3ccc4nn(-c5ccccc5)nc4c3)n2)o1,i,i,-1.9,i,i,i,28,i,i,i,i
COc1ccc(-c2cc(C(=O)Nc3cc(C)n(Cc4ccc(Cl)cc4)n3)no2)cc1OC,i,i,2.6,i,i,i,15,i,i,i,i
O=C(O)Cc1ccc(NC(=O)C2CC=CCC2C(=O)O)cc1 (stereo not drawn),i,-8.3*,0.6,i,i,i,17,i,i,i,i
CC(=O)Nc1nonc1NC(=O)CSc1nc2ccccc2o1,i,i,-0.6,i,i,i,9,i,i,i,i
COc1cc([C@H]2c3[nH]c4ccccc4c3C[C@H]3C(=O)N4[C@@H](c5cc(OC)c(OC)c(OC)c5)c5[nH]c6ccccc6c5C[C@H]4C(=O)N23)cc(OC)c1OC,i,i,-2.8,i,i,i,5,i,i,i,i
O=C(COC(=O)C1CCN(c2ccc(C(F)(F)F)cn2)CC1)Nc1cccc(F)c1,i,i,-0.4,i,i,i,17,i,i,i,i
O=Cc1c[nH]c2ccc(S(=O)(=O)N3CCOCC3)cc12,i,i,-0.5,i,i,i,21,i,i,i,i
c1coc(-c2nnc(-c3cccs3)o2)c1,i,i,1.6,i,i,i,4,i,i,i,i
CCOc1cc(C(C(=O)NCC2CCCO2)N(C(=O)Cn2nnc3ccccc32)c2ccc(OC)c(OC)c2)ccc1O (stereo not drawn),i,i,-0.2,i,i,i,6,i,i,i,i
CCN(CC)CCCN(C(=O)c1cccc(C)c1)c1nc(-c2ccc(OC)cc2)cs1,-6.1*,i,0.2,i,i,i,-7,i,i,i,i
CC1=C(C#N)C(C)C2=C(CC(C)(C)CC2=O)N1 (stereo not drawn),i,i,0.3,i,i,i,1,i,i,i,i
Cc1cc(=O)oc2c3c(cc(OCC(=O)NCc4ccccc4)c12)OC(C)(C)CC3,i,i,0.2,i,i,i,16,i,i,i,i
COc1ccc(OC(=O)COc2ccccc2C)cc1,i,i,-0.3,i,i,i,28,i,i,i,i
CCOC(=O)NC(=O)CSc1ccc(C)cc1C,i,i,-0.3,i,i,i,41,i,i,i,i
COc1ccccc1NC(=O)C1CCN(S(=O)(=O)c2cccc3nonc23)CC1,i,i,0.6,i,i,i,.,i,i,i,i
CC1(C)Cc2ccccc2-c2nnc(C(F)(F)F)n21,i,i,-0.6,i,i,i,10,i,i,i,i
CCOc1ccc(NS(=O)(=O)c2cc(NC(=O)CCS(=O)(=O)c3ccc(C)cc3)ccc2OC)cc1,i,i,-0.1,i,i,i,27,i,i,i,i
O=C(NC1CCCCC1)C(c1cccnc1)N(C(=O)c1ccc(Cl)nc1)C1CCCCC1 (stereo not drawn),i,i,-0.6,i,i,i,66,i,i,i,i
CCN(C(=O)c1cccc(Br)c1)c1ccccc1,i,i,-0.1,i,i,i,18,i,i,i,i
CCc1ccc(C(=O)COC(=O)c2cc([N+](=O)[O-])ccc2NCCO)cc1,i,i,-11,i,i,i,41,i,i,i,i
Fc1ccc(/C=N/Nc2nc(-c3cccnc3)nc3ccccc23)cc1,i,i,1.5,i,i,i,-4,i,i,i,i
COc1ccc2nc3ccccc3nc2c1NC(=O)c1ccc(Br)cc1,i,i,-0.3,i,i,i,9,i,i,i,i
CC1CC(C)CN(S(=O)(=O)c2ccc3c(c2)oc(=O)n3CC(=O)N(C)Cc2ccccc2)C1 (stereo not drawn),i,i,-0.6,i,i,i,88,i,i,i,i
COc1ccc(C)cc1NC(=O)CSc1nc2ccccc2nc1N1CCCC1,i,i,-0.2,i,i,i,14,i,i,i,i
COC(=O)c1cc(NC2c3ccccc3C(=O)N2CCN2CCOCC2)cc(C(=O)OC)c1 (stereo not drawn),i,i,0.2,i,i,i,11,i,i,i,i
CC(=O)Nc1ccc(Nc2nnc(-c3ccc(C)c(S(N)(=O)=O)c3)c3ccccc23)cc1,i,i,1.2,i,i,i,20,i,i,i,i
COc1ccccc1C(=O)Nc1ccccc1C(=O)N1CCCC1,i,i,0.0,i,i,i,-2,i,i,i,i
COc1ccc(CN2CCN(C(=O)C3CCN(S(=O)(=O)c4cccs4)CC3)CC2)c(OC)c1OC,i,i,-0.1,i,i,i,19,i,i,i,i
COCCCNS(=O)(=O)c1cccc(S(=O)(=O)c2cccc(S(=O)(=O)NCCCOC)c2)c1,i,i,0.8,i,i,i,4,i,i,i,i
Clc1ccc(-c2c[nH]c3ccccc23)nn1,i,i,0.4,i,i,i,-5,i,i,i,i
COc1ccc(C(=O)Cn2cnc3ccc(Cl)cc3c2=O)cc1F,i,i,0.2,i,i,i,20,i,i,i,i
C=CCn1c(COc2ccc(Cl)cc2)nnc1SCC(=O)N/N=C/c1cccc(O)c1,i,i,0.1,i,i,i,26,i,i,i,i
CC(C)C(C)NC(=O)CSc1nnc(-c2c[nH]c3ccccc23)o1 (stereo not drawn),i,i,-0.4,i,i,i,7,i,i,i,i
C#CCOCCOCCOCCNc1nc(N2CCN(C(=O)Cn3cc(CCCCN)nn3)CC2)nc(N2CCN(C(=O)Cn3cc(CCCCN)nn3)CC2)n1,i,i,-0.5,i,i,i,3,i,i,i,i
CCOc1ccc(-n2c(C)c(C(=O)OC)c3cc(O)ccc32)cc1,i,i,0.6,i,i,i,1,i,i,i,i
CCC(=O)Nc1ccc(N/C(N)=N/c2nc(C)cc(C)n2)cc1,i,i,-0.3,i,i,i,15,i,i,i,i
COc1ccc(NC(=O)C2Cc3ccccc3C(=O)O2)cc1 (stereo not drawn),i,i,0.7,i,i,i,13,i,i,i,i
CCOC(=O)c1ccc(NC(=O)CCc2nc(-c3ccc(C)cc3)no2)cc1,i,i,0.0,i,i,i,34,i,i,i,i
CCOC(=O)COc1ccc2nsnc2c1Cl,i,i,0.0,i,i,i,16,i,i,i,i
O=C(OCCN1C(=O)c2ccccc2C1=O)c1ccc(S(=O)(=O)N2CCCCCC2)cc1,i,i,-0.4,i,i,i,12,i,i,i,i
Cn1cnnc1SCC(=O)c1ccc2c(c1)OCCO2,i,i,0.3,i,i,i,30,i,i,i,i
Cc1ccccc1NC(=O)NCc1ccccn1,i,i,-0.1,i,i,i,1,i,i,i,i
CC(=O)Nc1cc(C(C)C)c(O)c(C(C)C)c1,i,i,-0.2,i,i,i,11,i,i,i,i
CCOc1ccc(CN2CCNC(=O)C2CC(=O)OC)cc1 (stereo not drawn),i,i,-0.5,i,i,i,29,i,i,i,i
Cc1ccc(NC(=O)CN2C(=O)S/C(=C\c3ccc(OCC(=O)O)c(Br)c3)C2=O)cc1,i,i,-2.2,i,i,i,37,i,i,i,i
O=S(=O)(c1cccs1)N1CCN(c2ccccc2F)CC1,i,i,2.1,i,i,i,0,i,i,i,i
COc1ccc(OC)c(NC(=O)C2CCCN(S(=O)(=O)c3cccc4nonc34)C2)c1 (stereo not drawn),i,i,-0.6,i,i,i,1,i,i,i,i

# New compounds follow
SMILES,TRPC6 inh,MrgX1 antag,HIF act,PolyA inh,TRPC6 activator,MrgX1 allo act,AI-2 QS modul,MrgX1 agonist,TRPC4 inh,TRPC4 agonist,TRPC4 potent
Cc1ccc(-c2nn(-c3ccccc3)cc2/C=C/C(=O)Nc2cccc(S(N)(=O)=O)c2)cc1,i,i,-0.3,i,i,i,6,i,i,i,i
COc1ccc(CC2CCOC2=O)cc1 (stereo not drawn),i,i,-0.3,i,i,i,7,i,i,i,i
O=C(CN1CCN(Cc2ccc3c(c2)OCO3)CC1)Nc1cc(S(=O)(=O)N2CCCC2)ccc1Cl,i,i,-0.8,i,i,i,9,i,i,i,i
c1coc(-c2ccnc3nc(-n4cccc4)nn23)c1,i,i,0.2,i,i,i,13,i,i,i,i
O=C(c1ccco1)N1N=C(c2ccc(Cl)cc2)CC1c1ccco1 (stereo not drawn),i,i,0.7,i,i,i,17,i,i,i,i
CCn1ccnc1CNC(=O)C1CCC(=O)N(Cc2ccccc2F)C1 (stereo not drawn),i,i,0.3,i,i,i,17,i,i,i,i
O=C1C=C(Nc2ccc(Cl)cc2)CC(c2ccco2)C1 (stereo not drawn),i,i,0.7,i,i,i,0,i,i,i,i
CCOc1cc(N2CCOCC2)c(OCC)cc1NC(=S)NCCCOC,i,i,-0.7,i,i,i,-3,i,i,i,i
O=C(CCNC(=O)c1ccccc1)N/N=C/c1ccc([N+](=O)[O-])cc1,i,i,-0.4,i,i,i,17,i,i,i,i
Cc1ccc(/C=C(\C#N)C(=O)NCCN2CCOCC2)cc1,i,i,-0.4,i,i,i,21,i,i,i,i
Cc1cc(/C=C2/NC(=S)NC2=O)c(C)n1-c1cccnc1,i,i,0.4,i,i,i,23,i,i,i,i
COc1ccc(-c2cc(C(=O)N3CCN(c4ccccn4)CC3)c3ccccc3n2)cc1,i,i,1.1,i,i,i,16,i,i,i,i
CCCC[C@H]1COCCS(=O)(=O)N1Cc1cccc(Cl)c1,i,i,0.3,i,i,i,20,i,i,i,i

# A stretch of the results above, as a working copy:
SMILES,TRPC6 inh,MrgX1 antag,HIF act,PolyA inh,TRPC6 activator,MrgX1 allo act,AI-2 QS modul,MrgX1 agonist,TRPC4 inh,TRPC4 agonist,TRPC4 potent
O=C(CN1CCN(Cc2ccc3c(c2)OCO3)CC1)Nc1cc(S(=O)(=O)N2CCCC2)ccc1Cl,i,i,-0.8,i,i,i,9,i,i,i,i
c1coc(-c2ccnc3nc(-n4cccc4)nn23)c1,i,i,0.2,i,i,i,13,i,i,i,i
O=C(c1ccco1)N1N=C(c2ccc(Cl)cc2)CC1c1ccco1 (stereo not drawn),i,i,0.7,i,i,i,17,i,i,i,i
